NS5 inhibitors: flavivirus cap methylation enzyme inhibition – biochemical, confirmation dose response, primary screen (AID 588689); one-dose inhibition, % at 25 µM; IC50 in µM for titrated hits; actives 0.3% (n = 340,000); Dengue-2 NS5 methyltransferase capping enzyme assay, biochemical; higher % means a stronger effect; in the data active means a potency from the dose series; inconclusive means inhibition above about 29% without an active follow-up result
RSV CPE inhibition: RSV antiviral activity via CPE protection, HEp-2 cells, primary 10 µM value included (AID 2391); actives 0.13% (n = 310,000); HEp-2 cells, RSV-induced CPE inhibition; higher % means a stronger effect; CPE inhibition, % at 10 µM, or IC50 in µM where a hit was titrated; in the data active means a potency from the dose series; inconclusive means CPE inhibition mostly from about 23% at the one dose, without a potency; inactive means the rest, 99 in 100 with CPE inhibition below about 21%; further: strong numbers were not always called active
WT yeast gro inh: growth inhibition of WT yeast, mitochondrial fusion screen; inhibition, % at 10 µM; mitochondrial fusion phenotypic screen, WT strain; actives 2.1% (n = 190,000); in the data active means inhibition above about 58%; tested in S. cerevisiae
Yfh1-off respiration: mitochondrial function rescue without frataxin homolog – Friedreich's ataxia, plus single-dose screen, dose response (AID 1465) | S. cerevisiae Yfh1-off respiration, WST-1 reduction, 72 h; higher fold induction means a stronger effect | fold induction at 50 µM; hits with a dose series show EC50 in µM | actives 0.074% (n = 220,000);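 active means fold induction of absorbance versus untreated yeast above a set limit, then at least 30% activation at any dose in follow-up; inconclusive means repeats straddling the limit, or above it without dose testing; inactive means fold induction below the set limit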;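 further: activators that raise dye reduction in frataxin-depleted yeast; strong numbers were not always called active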
K1F lysis inhibition: protection from phage-mediated lysis, alamar blue read-out – E. coli UTI89, K1F phage, bacterial capsule biogenesis inhibitors (AID 488966); E. coli UTI89 K1F phage lysis, alamar blue, 2 h; higher % means a stronger effect; inhibition, % at 100 µM; hits with a dose series show IC50 in µM; actives 0.02% (n = 340,000);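 active means phage lysis inhibition, versus mean bacterial control, above a set limit; inconclusive means no clear call, values can overlap the other calls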;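 further: capsule biogenesis inhibitors block K1F phage lysis so surviving cells raise fluorescence; higher fluorescence means more inhibition of phage lysis; actives were called in the ten point dose series up to 300 µM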
CSM14.1 death rescue: protection against thapsigargin-triggered cell killing – 384-well, CSM14.1, ATP luminescence, primary screen (AID 1222). CSM14.1 thapsigargin-induced death rescue, ATP luminescence; higher % means a stronger effect. cellular ATP content (survival), % at 20 µM; hits with a dose series show EC50 in µM. 190,000 tested, under 10 active;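 active means EC50 below 50 µM in the dose-response confirmation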;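 further: death triggered by thapsigargin at about 15 µM added after 2 h compound pretreatment; cell ATP read after overnight thapsigargin exposure of roughly 18 to 22 hours; normalized against plate controls of thapsigargin alone and 5% DMSO vehicle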
XIAP antagonists: XIAP antagonists, biochemical, IAP family, fluorescence polarization (AID 1018) | XIAP BIR domain, fluorescence polarization peptide displacement; higher % means a stronger effect | displacement, % at 20 µM; hits with a dose series show IC50 in µM | actives 0.007% (n = 200,000); in the data active means displacement above about 50%; further: a part of the inactive calls stands beside numbers as strong as those of hits
West Nile antiviral: inhibition of WNV-induced cytopathic effect – cell-based, CPE readout (AID 1621); West Nile virus-infected cells, CPE inhibition; higher % means a stronger effect; actives 0.02% (n = 290,000); CPE inhibition, % at 10 µM; hits with a dose series show IC50 in µM; in the data active means a potency from the dose series; inconclusive means CPE inhibition mostly from about 3.7% at the one dose, without a potency; inactive means the rest, 99 in 100 with CPE inhibition below about 2.2%; further: strong numbers were not always called active
SV40 large T antigen: SV40 large T antigen inhibitors, biochemical (AID 1903) | SV40 large T antigen ATPase/helicase inhibition assay; higher % means a stronger effect | one-dose inhibition, % at 20 µM; IC50 in µM for titrated hits | actives 0.39% (n = 310,000); in the data active means a potency from the dose series; inconclusive means inhibition mostly from about 32% at the one dose, without a potency; inactive means the rest, 99 in 100 with inhibition below about 32%; further: strong numbers were not always called active
WT yeast gro inh mutant strain: second read-out of WT yeast gro inh, no call of its own (marks repeat the call); inhibition, %; mitochondrial fusion phenotypic screen, mutant strain inhibition
NS5 inhibitors pilot replicate: also measured in NS5 inhibitors; calls as there; inhibition, %; measured here: pilot screen replicate inhibition
An asterisk follows results filed as active; i = inactive; ? = inconclusive; . = not tested or not shown; [ ] = another dose, or the depositor's remark.

SMILES	NS5 inhibitors	RSV CPE inhibition	WT yeast gro inh	WT yeast gro inh mutant strain	Yfh1-off respiration	K1F lysis inhibition	CSM14.1 death rescue	XIAP antagonists	West Nile antiviral	SV40 large T antigen	others
N=c1c2c(n(Cc3ccc([N+](=O)[O-])cc3)c3c1CCC3)CCCC2	-4.0%	13.7%	66.6*	57.3*	i	0.1%	-4.6%	-8.0%	0.0%	10.5%
CCOC(=O)c1sc(NC(=O)C2CC2)cc1C	-2.8%	2.7%	-9.0	-12.7	i	-0.7%	-0.9%	0.4%	-0.1%	0.6%
CCC(C)N1CC23C=CC(O2)C(C(=O)OC)C3C1=O (stereo unspecified)	0.7%	1.4%	7.7	-5.0	i	2.0%	-2.7%	-3.9%	-0.2%	9.2%
Cc1cccn2c(=O)c(C=O)c(N3CCCCCC3)nc12	-1.6%	-0.8%	16.8	44.9	i	10.5%	4.0%	-2.2%	-0.6%	5.7%
CN(C)C(=O)COC(=O)c1cccc(CN2C(=O)c3ccccc3C2=O)c1	-0.7%	-0.2%	3.2	3.3	i	0.9%	1.0%	-1.6%	0.6%	5.6%
Cc1onc(-c2ccccc2)c1NC(=O)Nc1ccc(OC(F)F)cc1	.	0.0%	.	.	i	.	.	.	-0.6%	11.6%
CCOC(=O)c1ccc[n+](CC(=O)c2ccc(OC)cc2)c1	-13.6%	3.3%	-10.5	-2.0	i	0.0%	-0.3%	-20.6%	0.5%	7.5%
CCOC(=O)CC(=O)COc1nc2cc3c(nc2o1)CCCC3	1.8%	2.4%	.	.	.	0.1%	.	.	-0.4%	9.5%
CC(C)Nc1nc(Oc2cccc(Cl)c2Cl)cc(C(F)(F)F)n1	-0.6%	1.0%	87.3*	16.8*	.	0.6%	-3.6%	-8.0%	.	0.7%	NS5 inhibitors pilot replicate=-0.6
S=C(Nc1ccc(Nc2ccccc2)cc1)Nc1ccccn1	-0.8%	-0.8%	80.9*	59.2*	i	5.8%	-0.1%	3.6%	-1.3%	9.9%
CCONC(=O)Nc1ccccc1[N+](=O)[O-]	0.7%	3.9%	0.2	-6.7	i	-4.6%	-1.0%	-4.3%	-0.2%	-4.8%
CCN(c1cc(C)cc(C)c1)S(=O)(=O)c1nnc(NC(=O)C(C)C)s1	-1.3%	39.7%	.	.	.	-0.4%[50 µM]	.	.	-1.2%	2.9%
CC1(C)Cc2c(ccc3ccccc23)C(NNC(=O)c2cccnc2)=N1	-4.8%	0.9%	.	.	i	2.3%	-1.5%	-3.8%	-0.2%	12.1%
CCOc1ccc(C(=O)CCC(=O)NNC(=O)c2ccncc2)cc1	5.1%	?	.	.	.	1.4%[50 µM]	.	.	.	27.3%
COc1cccc(Nc2nnc(SCC(=O)N(CC(C)C)CC(C)C)s2)c1	-1.4%	20.8%	5.7	-1.6	i	-0.3%	-0.7%	-0.8%	-0.1%	8.7%
Cc1ccc(Nc2nc(N3CCOCC3)nc(N3CCOCC3)n2)cc1	-4.0%	1.9%	5.5	-0.5	i	2.7%	0.5%	-2.3%	0.4%	4.3%
CC(C)CC(=O)Nc1c2c(nn1-c1ccc(F)cc1)CS(=O)C2 (stereo unspecified)	-4.5%	4.6%	.	.	.	0.6%	.	.	0.1%	-0.7%
O=S(=O)(CCc1nc2ccccc2o1)c1ccc(Cl)cc1	4.0%	1.8%	7.2	8.6	i	0.3%	-0.4%	-7.0%	0.1%	2.7%
COc1cc(C2C3=C(CC(C)(C)CC3=O)OC3=C2C(=O)CC(C)(C)C3)cc([N+](=O)[O-])c1O	7.8%	0.3%	4.5	-2.9	i	-0.2%	-1.0%	-8.4%	-0.1%	4.3%
Cc1[nH]c(C)c2c(=O)n(-c3ccccc3)ncc12	-11.0%	-0.2%	8.6	0.1	i	1.2%	-0.4%	-4.6%	0.3%	4.4%
Cc1cc(NC(=O)CSc2nc(N)c(NC(=O)c3ccccc3F)c(=O)[nH]2)no1	-7.2%	1.7%	.	.	.	-0.2%	.	.	-0.6%	12.2%
Oc1cccc(/C=N/Nc2ccc(Cl)nn2)c1	-2.6%	0.8%	.	.	.	0.0%	.	.	-0.3%	1.1%
CCOC(=O)c1c(NC(=O)CSc2nnc(CNc3ccc(F)cc3)o2)sc(C(C)=O)c1C	0.8%	1.2%	-12.3	-9.5	i	0.0%	0.9%	-13.6%	0.0%	31.7%
CCN(CCCNC(=O)CC(C(=O)N1CCc2ccccc21)n1ccnc1)c1ccccc1 (stereo unspecified)	-11.2%	0.5%	6.8	-1.1	i	5.8%	-0.8%	-3.5%	0.6%	7.0%
O=C(O)C1CSC(c2ccc(O)c([N+](=O)[O-])c2)N1 (stereo unspecified)	5.8%	.	15.6	-4.8	i	0.8%	0.5%	-5.4%	0.3%	11.2%
COc1cccc(/C=N/NC(=O)c2cccc3ccccc23)c1	-4.0%	1.6%	.	.	.	0.2%	.	.	-0.3%	14.1%
Cc1cc2c(cc1S(=O)(=O)Nc1ccc(F)cc1)n(C)c(=O)c(=O)n2C	-1.4%	0.0%	.	.	.	-0.3%	.	.	-0.3%	3.4%
CC(C)CN(C(=O)CN1CCN(c2ccc(F)cc2)CC1)c1c(N)n(CC(C)C)c(=O)[nH]c1=O	-8.9%	1.6%	-16.5	-10.7	i	1.1%[50 µM]	-0.5%	3.1%	0.5%	8.5%
CCC1(c2cccc(Cl)c2)NC(=O)N(Cc2cc(C(=O)OC)c(C)o2)C1=O (stereo unspecified)	-3.2%	9.4%	-42.8	2.5	i	-0.8%	-1.2%	-5.6%	-0.3%	8.4%
COc1ccc(Cc2nc3ccc(C(=O)N(C)CCCN4CCOCC4)cc3o2)cc1	-6.3%	2.6%	.	.	.	-0.1%	.	.	-0.3%	8.6%
COc1ccc(-c2ccc(SCC(=O)N3CCOCC3)nn2)cc1	-10.4%	0.5%	17.0	10.7	i	5.7%	-4.0%	-4.9%	-0.1%	4.1%
CCc1cc(OCCCCNCc2ccccc2)ccc1Cl	-7.4%	5.4%	85.5	89.0	i	-16.2%	-1.1%	-7.8%	-1.4%	-0.2%
COc1ccc2[nH]c(C(=O)O)c(CCNC(=O)/C=C/c3ccc(O)c(OC)c3)c2c1	4.6%	0.6%	.	.	.	0.3%	.	.	-0.3%	?
COc1cc2nc(CSc3ncn[nH]3)[nH]c(=O)c2cc1OC	-5.7%	-0.9%	-8.4	-9.8	i	0.3%	0.7%	2.1%	-0.1%	2.9%
Cc1ccc(C(=O)NC(=C(Cl)Cl)S(=O)(=O)c2ccc(C)cc2)cc1	-2.5%	18.6%	-2.7	5.0	i	-0.4%[50 µM]	1.2%	-0.4%	-0.6%	8.1%
O=C(Nc1ccc(F)cc1)c1cn(-c2ccccc2)nc1-c1ccncc1	-3.4%	16.3%	-3.6	3.9	i	0.3%	-0.7%	-4.4%	-0.3%	8.4%
CC/C(=C1/C(=O)CC(C)(C)C(C(=O)OC)C1=O)N1CCCC1 (stereo unspecified)	4.1%	-0.3%	5.7	10.0	i	-0.5%	-2.1%	-2.9%	0.2%	13.6%
CCCSc1nc(-c2ccccc2)cc(C(F)(F)F)c1C#N	-4.9%	0.0%	51.0	50.8	i	-0.5%	3.1%	-5.2%	-0.1%	15.6%
O=S1(=O)CC2SC(=S)N(c3ccccc3)C2C1 (stereo unspecified)	.	1.2%	.	.	i	.	.	.	0.1%	10.7%
CCOC(=O)C(=NC(C)CC)NNc1cccc(C(F)(F)F)c1 (stereo unspecified)	-3.0%	2.3%	50.9	27.1	i	1.9%	-10.3%	0.8%	-0.3%	6.1%

The list goes on; the last five above are carried over.
SMILES	NS5 inhibitors	RSV CPE inhibition	WT yeast gro inh	WT yeast gro inh mutant strain	Yfh1-off respiration	K1F lysis inhibition	CSM14.1 death rescue	XIAP antagonists	West Nile antiviral	SV40 large T antigen	others
O=C(Nc1ccc(F)cc1)c1cn(-c2ccccc2)nc1-c1ccncc1	-3.4%	16.3%	-3.6	3.9	i	0.3%	-0.7%	-4.4%	-0.3%	8.4%
CC/C(=C1/C(=O)CC(C)(C)C(C(=O)OC)C1=O)N1CCCC1 (stereo unspecified)	4.1%	-0.3%	5.7	10.0	i	-0.5%	-2.1%	-2.9%	0.2%	13.6%
CCCSc1nc(-c2ccccc2)cc(C(F)(F)F)c1C#N	-4.9%	0.0%	51.0	50.8	i	-0.5%	3.1%	-5.2%	-0.1%	15.6%
O=S1(=O)CC2SC(=S)N(c3ccccc3)C2C1 (stereo unspecified)	.	1.2%	.	.	i	.	.	.	0.1%	10.7%
CCOC(=O)C(=NC(C)CC)NNc1cccc(C(F)(F)F)c1 (stereo unspecified)	-3.0%	2.3%	50.9	27.1	i	1.9%	-10.3%	0.8%	-0.3%	6.1%
Cc1c([N+](=O)[O-])cc(S(=O)(=O)Nc2ccc(-c3ccc(N4CCCC4)nn3)cc2)cc1[N+](=O)[O-]	-8.1%	54.9%	.	.	.	1.5%[50 µM]	.	.	.	9.4%
COCCN(C(=O)C(=O)NC1CCCC1)C(C(=O)NC1CCCC1)c1ccccc1F (stereo unspecified)	-10.9%	1.5%	-12.2	-3.7	i	-0.7%	-0.8%	-4.2%	-0.4%	-2.3%
COc1ccc(C(=O)N2CCCN(C)CC2)cc1S(=O)(=O)N1CCCc2ccccc21	-0.8%	-0.6%	-9.9	-6.2	i	0.4%	-1.9%	-4.0%	-0.2%	8.1%
O=C(CSc1ncccc1C(=O)O)c1cccc(C(F)(F)F)c1	0.0%	0.4%	-5.6	19.6	i	0.1%	1.1%	-4.3%	0.2%	2.3%
CCCCc1cc2c(cc1NC(=O)CN1CCCCC1)OCCO2	-6.9%	-0.1%	.	.	i	-1.2%	.	.	-0.8%	11.9%
CCCC(C)C(=O)Nc1ccccc1C(=O)OCC (stereo unspecified)	-4.1%	0.3%	-8.7	4.1	i	-0.1%	-0.7%	-2.9%	-0.1%	3.7%
CN(C)S(=O)(=O)c1ccc(/C(O)=C2/C(=O)C(=O)N(Cc3cccnc3)C2c2cccs2)cc1 (stereo unspecified)	3.9%	0.4%	-5.4	5.2	i	-0.3%	-0.7%	-3.9%	0.8%	10.4%
CCN(CC)C(=O)Cn1c(=O)n(-c2ccccc2)c(=O)n1CC(=O)N(CC)CC	-0.7%	3.5%	-5.0	0.3	i	3.5%	-1.9%	-1.6%	-0.4%	1.2%
O=C(CC1NCCNC1=O)Nc1ccc([N+](=O)[O-])cc1 (stereo unspecified)	.	0.1%	12.4	-3.7	i	.	-0.9%	-8.7%	0.5%	8.2%
CCCC1=C(C(=O)OCC)C(c2ccc(O)cc2)n2ncnc2N1 (stereo unspecified)	.	-0.1%	-7.7	-23.6	i	0.2%	-1.7%	1.8%	0.7%	2.4%
O=C(Cc1ccccc1)NNS(=O)(=O)c1ccccc1[N+](=O)[O-]	-8.2%	3.7%	.	.	.	0.2%	.	.	-0.2%	25.6%
